High-throughput results: PubChem BioAssay, NMMLSC
Bcl-2 Bim block – inhibitors of Bim-Bcl-2 interaction, human; inhibition, % at 10 µM; Bead-based flow cytometry, Bim peptide-Bcl-2 binding; 190,000 tested, 0.06% active; in the data active means inhibition above about 40%; inconclusive means no clear call, values can overlap the other calls;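 further: 0% = no compound wells with probe peptide and 100% = reference peptide inhibitor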
Target sequence (P10415 whole entry, looked up): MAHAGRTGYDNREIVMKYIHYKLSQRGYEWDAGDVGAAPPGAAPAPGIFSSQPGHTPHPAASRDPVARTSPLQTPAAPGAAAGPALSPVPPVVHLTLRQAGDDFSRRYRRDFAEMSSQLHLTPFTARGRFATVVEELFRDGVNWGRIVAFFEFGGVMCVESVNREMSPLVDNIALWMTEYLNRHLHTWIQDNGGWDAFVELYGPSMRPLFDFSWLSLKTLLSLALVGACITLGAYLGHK
ABCB1 inh – human ABCB1 inhibition, ABCG2 as counter-screen; CCRF-Adr cells, JC-1 efflux, flow cytometry; inhibition, % at 6.6 µM; 190,000 tested, 0.067% active; AID 1326; in the data active means inhibition above about 40%;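 further: 0% = vehicle and 100% = reference inhibitor; higher value means more JC-1 retained so stronger ABCB1 efflux block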
Bcl-W Bim block – human Bim-Bcl-W interaction inhibition | AID 952 | inhibition, % at 10 µM | Q92843 | 190,000 tested, 0.02% active | bead-based flow cytometry, Bim peptide-Bcl-W binding;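 further: 0% = bound tracer without compound and 100% = peptide blocker; higher means less fluorescent Bim peptide bound to Bcl-W beads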
Target sequence (Q92843 whole entry, looked up): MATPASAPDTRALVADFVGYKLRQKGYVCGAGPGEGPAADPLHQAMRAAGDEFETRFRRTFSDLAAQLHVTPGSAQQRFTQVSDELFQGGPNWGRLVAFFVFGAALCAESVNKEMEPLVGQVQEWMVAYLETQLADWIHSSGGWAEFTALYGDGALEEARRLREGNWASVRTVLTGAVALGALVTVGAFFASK
RGS8-Gao reg – regulators of human RGS8-Galphao interaction; multiplexed bead flow cytometry, RGS8-Galphao binding; actives lie on both sides; response (percent of control binding), % at 10 µM; 220,000 tested, 0.34% active; AID 1423; in the data active means response below about 60% or above about 140%; inactive means in between;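 further: Galphao activated as the GDP aluminium fluoride complex binding bead-coupled RGS8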
Bcl-XL Bim block – inhibitors of Bim-Bcl-XL interaction, human; Bim peptide-Bcl-XL binding, bead flow cytometry, fluorescence; inhibition, % at 10 µM; 190,000 tested, 0.04% active
Target sequence (Q07817 whole entry, looked up): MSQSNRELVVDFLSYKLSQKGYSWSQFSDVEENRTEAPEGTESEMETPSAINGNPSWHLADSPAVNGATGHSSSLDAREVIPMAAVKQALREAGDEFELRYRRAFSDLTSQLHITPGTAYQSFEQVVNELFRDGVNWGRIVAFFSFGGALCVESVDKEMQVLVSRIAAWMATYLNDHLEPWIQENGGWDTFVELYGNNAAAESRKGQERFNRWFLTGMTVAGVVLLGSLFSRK
Bcl-B Bim block – disrupts Bim peptide binding to human Bcl-B; Q9HD36; bead-based flow cytometry; inhibition, % at 10 µM; 190,000 tested, 0.073% active;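 further: 0% = tracer peptide without compound and 100% = reference inhibitor peptide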
Target sequence (Q9HD36 whole entry, looked up): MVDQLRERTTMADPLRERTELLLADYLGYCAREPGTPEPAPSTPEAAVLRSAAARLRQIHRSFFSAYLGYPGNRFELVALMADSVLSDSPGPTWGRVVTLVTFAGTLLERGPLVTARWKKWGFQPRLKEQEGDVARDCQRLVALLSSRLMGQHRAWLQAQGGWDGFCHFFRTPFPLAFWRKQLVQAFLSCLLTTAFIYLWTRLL
RGS7-Gao – regulators of human RGS7-Galphao interaction; P09471; Multiplexed bead flow cytometry, RGS7-Galphao binding; actives lie on both sides; binding response (% of control), % at 10 µM; 220,000 tested, 0.35% active; AID 1439; in the data active means binding response below about 49% or above about 150%; inconclusive means no clear call, values can overlap the other calls; inactive means in between;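 further: fluorescent Galphao held in activated GDP-AlF4 state binding bead-coupled RGS7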
Bfl-1 Bim block – disrupts Bim binding to human Bfl-1. AID 1008. inhibition, % at 10 µM. 190,000 tested, 0.12% active. Bead-based flow cytometry, Bim-Bfl-1 binding inhibition. Q16548;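 further: 0% = wells without compound plus tracer and 100% = blocker peptide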
GSH fluor – GSH bead compound fluorescence profile; GSH beads flow cytometry, compound fluorescence 488/530 nm; hits give high values; fluorescence (KMESF) at 10 µM; 190,000 tested, 0.25% active; AID 1776; in the data active means fluorescence above about 89;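 further: glutathione beads carrying GST-tagged Bcl family fusion proteins plus one bare bead set; values are compound well signal with DMSO vehicle wells as background; inactives centre near 16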
RGS4-Gao reg – modulates binding of RGS4 to human Galphao; P09471; Multiplexed bead flow cytometry; actives lie on both sides; binding response (% of control), % at 10 µM; 220,000 tested, 0.33% active; AID 1415; in the data active means binding response below about 49% or above about 150%; inactive means in between;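 further: fluorescent Galphao activated with aluminum fluoride binding bead-coupled RGS4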
ABCG2 inh – blocks JC-1 efflux by human ABCG2 transporter; IgMXP3 cells, flow cytometry; inhibition, % at 6.6 µM; 190,000 tested, 0.1% active;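 active means inhibition above 80%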;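 further: 0% = DMSO and 100% = nicardipine control wells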
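Assay system – ABCG2 IgMXP3 and barcoded ABCB1 CCRF-Adr cell mix · Input – 3 million cells/mL in well · Reagent – JC-1 fluorescent substrate · Compound – single test compound dose, 6.6 µM final · Timing – 10 min exposure at 25 °C with rotation, no wash · Detection – flow cytometry of retained JC-1 fluorescence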
Active calls of the source: *; ? = inconclusive; / = not tested or not shown. Unless noted, no stated cut-off is given here; in the data, active means inhibition above about 40%.

Molecule | ABCG2 inh | RGS8-Gao reg | GSH fluor | Bcl-2 Bim block | Bcl-W Bim block | RGS7-Gao | Bcl-XL Bim block | ABCB1 inh | Bfl-1 Bim block | Bcl-B Bim block | RGS4-Gao reg
CCOC(=O)NCCOC(=O)Nc1ccc(Cl)cc1 | 3 | 103 | 16 | -4 | -4 | 99 | -1 | 0.3 | -7 | -11 | 101
CCCCCCn1c(-c2cccs2)n[nH]c1=S | -3 | 93 | 11 | -1 | 1 | ? | 0 | -0.9 | 1 | -18 | 100
Cc1cccc(/N=C/c2c(O)c3ccccc3oc2=O)n1 | 1 | 104 | 49 | -7 | 2 | 102 | -8 | 0.2 | -10 | -8 | 104
CC1(C)CC(=O)C2=C(C1)Nc1ccccc1NC2c1cccnc1 (stereo not given) | -1 | 133 | 13 | 2 | 0 | 115 | -2 | 0.0 | 10 | 3 | 115
CCOC(=O)c1sc2ccc(S(=O)(=O)N3CC(C)CC(C)C3)cc2c1N (stereo not given) | 2 | 99 | 23 | -2 | -5 | 96 | -6 | -2.2 | 0 | -6 | 101
O=C1[C@@H]2Cc3ccccc3CN2C(=O)N1c1cccc(F)c1 | 21 | 106 | 27 | -7 | -1 | 101 | -4 | 2.3 | -15 | -8 | 103
Cn1cc(-c2cccc(Cl)c2)cc(C#N)c1=O | 5 | 100 | 19 | -1 | 0 | 100 | 0 | 0.2 | -2 | 2 | 99
CCOc1ccccc1OCCCC(=O)N1CCN(S(=O)(=O)c2ccc(C)cc2)CC1 | 3 | 107 | 256* | -3 | 0 | 108 | -7 | 2.1 | -10 | -2 | 108
CCn1cc(C(=O)NCc2ccc(Cl)cc2)c(=O)c2cc(S(=O)(=O)N3CCOCC3)ccc21 | 0 | 100 | 14 | -1 | 0 | 98 | -4 | 0.1 | -6 | -3 | 101
Cc1ccccc1-n1c(-c2ccc(Cl)cc2)cnc1SCC(=O)NC1CCS(=O)(=O)C1 (stereo not given) | 0 | 101 | 4 | -4 | 0 | 102 | 0 | 0.4 | 2 | -7 | 100
COCC(=O)N(Cc1ccc(OC)cc1)Cc1nc2ccccc2c(=O)[nH]1 | 1 | 104 | 30 | -7 | -1 | 104 | -5 | 0.1 | -8 | -5 | 102
CCCC(=O)c1cn(CC(=O)OC)c2ccccc12 | 0 | 101 | 22 | 3 | 3 | 101 | 2 | 0.0 | 2 | -1 | 103
O=C(CCCN1C(=O)c2cccc3cccc(c23)C1=O)NC1CCS(=O)(=O)C1 (stereo not given) | 3 | 101 | 60 | -3 | 0 | 101 | 0 | -0.2 | -8 | -4 | 99
COc1ccccc1N1CCN(C(=O)Nc2cccc(Cl)c2)CC1 | 1 | 103 | 7 | 0 | 0 | 95 | 0 | 0.3 | -4 | -1 | 101
O=C(NCCC(=O)N1CCN(c2ncccn2)CC1)c1ccccc1Cl | 0 | 89 | 13 | -3 | 0 | 100 | -3 | -0.2 | -2 | -3 | 99
CC(=O)Nc1ccc(C(=O)OC2CCCCC2=O)cc1 (stereo not given) | 1 | 100 | 280* | -9 | -1 | 100 | -26 | 0.3 | -15 | -6 | 101
CCOC(=O)c1ccccc1NC1c2ccccc2C(=O)N1c1ccc(C)cn1 (stereo not given) | 2 | 101 | 20 | -7 | 0 | 104 | -2 | 0.9 | -10 | -5 | 102
O=C(CN1CCN(CC(=O)Nc2ccccc2C(F)(F)F)CC1)Nc1ccccc1F | 1 | 100 | 45 | -7 | 1 | 101 | 11 | 0.5 | -9 | -6 | 97
COc1ccc(/C=C/C(=O)c2cc(F)ccc2OC(=O)c2ccc(OC)c(OC)c2)cc1OC | 8 | 105 | 22 | 2 | 2 | 99 | -1 | 0.8 | 5 | -24 | 103
Cc1cc([N+](=O)[O-])cc([N+](=O)[O-])c1NCC(C)C | 1 | 103 | 13 | -6 | -4 | 101 | -1 | 0.2 | -7 | -6 | 101
O=C(CN1C(=O)CSCC1=O)NCc1ccc(F)cc1 | -7 | 102 | 16 | -8 | -3 | 103 | -6 | -0.3 | -14 | -6 | 104
C/C(Cn1cnc([N+](=O)[O-])n1)=N\NC(=O)c1ccncc1 | 0 | 86 | 10 | -1 | -1 | 90 | -7 | -0.1 | 0 | -4 | 85
CC(=O)Nc1ccc(NC(=O)C(C)n2nc([N+](=O)[O-])c(Br)c2C)cc1 (stereo not given) | 2 | 101 | 62 | 1 | -1 | 101 | 0 | 0.3 | -1 | -1 | 101
O=C(CN1CCCCC1)NCC1(c2ccccc2)CCCC1 | 2 | 103 | 15 | -5 | -3 | 101 | -4 | 0.6 | -7 | -5 | 101
CCCC(=O)NCc1ccc2c(c1)cc(C)n2C | -4 | 107 | 19 | 0 | -1 | 113 | -2 | -3.0 | -1 | -2 | 114
O=C1CC(=O)N(Cc2ccco2)C(=O)N1 | -6 | 96 | 31 | 1 | 1 | 81 | 0 | -0.9 | 1 | 2 | 90
Clc1ccc(-c2cn3cc(Br)ccc3n2)cc1Cl | 17 | 100 | 15 | -13 | -4 | 100 | -6 | 1.0 | -18 | -8 | 100
Cc1cccc2sc(NC(=O)C3=NN(c4ccccc4)C(=O)CC3)nc12 | 11 | 104 | 11 | -3 | -3 | 105 | -3 | 0.6 | -4 | -3 | 102
O=C(Oc1ccc(Cl)c2cccnc12)N1CCOCC1 | 0 | 99 | 14 | -3 | -2 | 101 | -3 | 0.2 | -3 | 0 | 103
CCOC(=O)CN1C(=O)COc2ccc(C(C)(C)C)cc21 | 5 | 102 | 23 | -13 | 0 | 107 | -7 | 0.8 | -21 | -10 | 104
CC(=O)Oc1ccc(C(=O)Nc2nccs2)cc1 | 2 | 100 | 21 | -9 | 0 | 91 | -2 | 0.2 | -10 | -7 | 93
CNCc1c(OCc2ccccc2F)ccc2ccccc12 | -2 | 102 | 14 | 1 | 0 | 110 | 0 | 0.1 | -1 | -2 | 103
CC(C)(C)c1c(Cl)c(O)c(-c2ccccc2)c(=O)n1-c1ccccc1 | 3 | 100 | 8 | 0 | 0 | 104 | -1 | -0.6 | 3 | 0 | 107
COc1ccccc1N(C(=O)c1cncc(Br)c1)c1nc(-c2ccc(C)cc2)cs1 | -2 | 98 | 16 | 0 | -7 | 103 | -9 | 0.4 | 0 | -3 | 104
CCNCC(=O)Nc1ccc(N2CCOCC2)cc1 | 3 | 103 | 16 | 0 | 0 | ? | -1 | 0.8 | -3 | -1 | 100
Cc1onc(-c2ccccc2)c1C(=O)NC(=S)NNC(=O)c1cccnc1 | -3 | 107 | 20 | 0 | 3 | 103 | -3 | -0.5 | 0 | -3 | 106
O=C(c1ccccc1)c1nn(-c2ccccc2)c(=O)cc1C(F)(F)F | 1 | 98 | 14 | -1 | -2 | 98 | 1 | 0.1 | 0 | 0 | 97
CCN(C(=O)CSc1nnc2ccccn12)C1CCS(=O)(=O)C1 (stereo not given) | 6 | 98 | 10 | -3 | 4 | 105 | 3 | 0.7 | -4 | 1 | 103
CCCN(Cc1ccccc1)C(=O)Nc1ccc2c(c1)nnn2C | 2 | 103 | 32 | -6 | -2 | 95 | -5 | 0.3 | -10 | -5 | 96
COC(=O)CC1C(=O)NCCN1C(=O)Nc1ccc(Cl)c(Cl)c1 (stereo not given) | 0 | / | 15 | 0 | 3 | / | 0 | 0.4 | -3 | 0 | 104
O=C(Nc1ccnc(-c2cccnc2)n1)c1cccs1 | 2 | 99 | 14 | -4 | -2 | 100 | -1 | 0.0 | -6 | 0 | 99
Cc1ccc(C)n1-c1sccc1C(=O)O | 4 | 100 | 30 | -9 | 0 | 96 | -6 | 2.9 | -18 | -7 | 101
c1ccc(-c2noc(-c3ccncc3)n2)nc1 | 2 | 97 | 19 | -2 | 0 | 99 | 0 | 0.4 | -1 | 0 | 102
C=C(C)CNC(=S)N/N=C/c1ccc(N2CCOCC2)cc1 | 1 | 104 | 6 | -3 | -3 | 100 | -8 | 0.4 | -3 | -11 | 101
CCSc1ncnc2c1sc1nc(-c3ccco3)c3c(c12)CC(C)(C)OC3 | -2 | 98 | 30 | 0 | -1 | 94 | 2 | -6.6 | -1 | 1 | 92
COc1cc(CN2CCN(C(C)C)C(CCO)C2)ccc1OCc1ccccc1 (stereo not given) | 1 | 99 | 15 | -1 | 0 | 99 | -3 | 0.1 | -4 | 0 | 100
CC(=O)Nc1ccc(S(=O)(=O)N2CCC(N(C)CCC(C)C)CC2)cc1 | -2 | 101 | 29 | -9 | -2 | 110 | -5 | -0.8 | -16 | -6 | 104
Cc1ccc(NC(=S)/N=C(\N)Nc2nc(C)c3ccccc3n2)cc1C | -1 | 102 | 9 | -2 | -1 | 100 | -4 | -0.4 | -1 | -3 | 102
Cc1ccc(C#CC[N+](C)(C)CC#Cc2ccccc2)cc1 | 0 | 103 | 25 | -2 | 1 | 104 | 0 | 0.4 | -2 | -1 | 108
Cc1occc1-c1nnc(SCC(=O)Nc2nc3ccccc3s2)o1 | -1 | 90 | 10 | 5 | 6 | 97 | 12 | -0.4 | 8 | 5 | 95
COc1ccc(S(=O)(=O)NCC(=O)Nc2cccc(C)c2C)cc1OC | 3 | 100 | 10 | -3 | -1 | 104 | -3 | -0.7 | -3 | -5 | 104
COc1ccc(Nc2ccc(S(=O)(=O)N3CCCCC3)cc2[N+](=O)[O-])cc1OC | 38 | 105 | 19 | -30 | -2 | 115 | -6 | 6.7 | -12 | -9 | 104
O=C(COC(=O)c1cccnc1Cl)Nc1cccc(S(=O)(=O)N2CCCCC2)c1 | 0 | 100 | 10 | 1 | 3 | 100 | 5 | 0.0 | 4 | -1 | 102
CCN1C(=O)/C(=C2/C=Cc3cc(C)ccc3N2CC)N(C)C1=S | 36 | 102 | 10 | -4 | -5 | 107 | -9 | 1.1 | -2 | -13 | 101
Cc1ccc2oc(=O)c3cc(C(=O)N4CCN(C(=O)c5ccco5)CC4)sc3c2c1 | -1 | 100 | 17 | -3 | 0 | 105 | -3 | 1.4 | -3 | -7 | 98
O=C(N/N=C/c1ccco1)c1ccc(NC(=O)C2CC2)cc1 | -1 | 99 | 8 | -5 | -2 | 123 | -2 | -0.5 | -5 | -4 | 102
O=C(CSc1ncnc2c1nnn2Cc1ccc(F)cc1)NC1CCCC1 | 4 | 104 | 23 | -3 | -2 | 107 | -1 | -0.1 | -5 | -9 | 106
CCOc1ccc(NC(=O)CCC(=O)OC)cc1 | 1 | 100 | 30 | -11 | -1 | 97 | 5 | 0.2 | -9 | -7 | 95

At a glance, some entries already given:
Molecule | ABCG2 inh | RGS8-Gao reg | GSH fluor | Bcl-2 Bim block | Bcl-W Bim block | RGS7-Gao | Bcl-XL Bim block | ABCB1 inh | Bfl-1 Bim block | Bcl-B Bim block | RGS4-Gao reg
Cc1ccc(C#CC[N+](C)(C)CC#Cc2ccccc2)cc1 | 0 | 103 | 25 | -2 | 1 | 104 | 0 | 0.4 | -2 | -1 | 108
Cc1occc1-c1nnc(SCC(=O)Nc2nc3ccccc3s2)o1 | -1 | 90 | 10 | 5 | 6 | 97 | 12 | -0.4 | 8 | 5 | 95
